Screening results: PubChem BioAssay, Broad Institute
miR122 inh: inhibitors of miR-122 in Huh7 cells | 340,000 compounds, 0.3% hits | activation (reporter increase), % at 12.5 µM | Huh7 miR-122 Renilla luciferase sensor, 48 h; neutral wells = 0, positive control = 100;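 active = mean replicate activation score at least 90 and every replicate individually at or above 90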;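 note: higher luciferase means less miR-122 activity so hits act as miR-122 inhibitors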
Starred values were filed as active, the others as inactive. The list is partial; count on the stated rates, not on these rows.

structure	miR122 inh
CCN(CC)S(=O)(=O)c1cccc(NC(=O)C2SC(=Nc3ccc(C)cc3C)C(C(=O)NCC3CCCO3)=C2N)c1 (configuration not stated)	-18.5
Cc1sc2nc(CN(Cc3cccs3)C(=O)NC3CCCCC3)[nH]c(=O)c2c1C	0.2
N#Cc1c(NC(NC(=O)c2ccco2)C(=O)c2ccccc2)sc2c1CCCC2 (configuration not stated)	18.4
COc1cc2c(cc1NC(=O)Nc1ccccc1)oc1ccccc12	21.8
O=C(Nc1ccccc1)O/N=C1\CCCCC1c1ccc([N+](=O)[O-])cc1[N+](=O)[O-] (configuration not stated)	-4.3
O=C(O)CCC(=O)N1CCc2cc(S(=O)(=O)NC3CCCC3)ccc21	-7.3
CS(=O)(=O)c1ccc(Cl)c(C(=O)O)c1	-5.2
CC(C)C(NC(=O)/C=C/c1ccc(F)cc1)C(C)C	-1.9
O=C(CCC1N=C2c3ccccc3N=C(SCc3ccc(F)cc3)N2C1=O)NCc1ccco1 (configuration not stated)	-10.5
CCOC(=O)c1nn(-c2cccc(C)c2)cc1C(=O)c1ccccc1	30.8
CC(C)(C)C1=C[C@@H](CO)C[C@@H](CO)C1	-6.8
c1ccc(Nc2nc(N3CCNCC3)nc(N3CCOCC3)n2)cc1	-2.2
Cc1cc(C)n(CCn2nc(C)cc2C)n1	-1.3
CC1(C)CC(NC(=O)c2ccc3c(c2)OCO3)CC(C)(C)N1	1.5
Cc1cc(C)cc(C(=O)O/N=C(\N)c2ccc(Br)cc2)c1	4.3
CCNC(=O)NC(=O)COC(=O)CCCSc1nc2ccccc2[nH]1	0.1
CCCCN1C=C(C(=O)OC)C(c2ccccc2C(F)(F)F)C(C(=O)OC)=C1	-31.1
c1cc(N2CCCC2)ccc1C(c1nnnn1C1CCCCC1)N1CCOCC1 (configuration not stated)	-4.9
COc1cc(NC(=S)NC(=O)c2c(OC)cccc2OC)ccc1NC(=O)c1cccs1	-3.4
COc1ccc(-c2csc(C)n2)cc1	-18.5
O=C(Nc1cc(=O)[nH]c2ncnn12)c1ccccc1	-2.0
Cc1c(/C=N\NC(=O)C2(C)CC2(Cl)Cl)cnn1C (configuration not stated)	2.1
O=c1cc(/C=C/c2ccccc2)oc2c1ccc1ccccc12	-7.2
O=C(Nc1cccn(Cc2c(Cl)cccc2Cl)c1=O)c1ccc(Cl)cc1Cl	3.8
COC(=O)C1C(c2ccccc2)C(C(=O)N2CCOCC2)C1c1ccccc1 (configuration not stated)	-3.8
CC(CCc1ccccc1)NC(=O)C(Cc1ccccc1)NS(=O)(=O)c1cccs1 (configuration not stated)	5.6
CCOC(=O)Nc1cc2c(C)cc(=O)oc2cc1C	-5.4
N#C/C(=C(\O)c1ccco1)c1ccccn1	5.4
Cc1ccc(Cc2cncc(O)c2)cc1S(=O)(=O)O	-5.1
CC12CC3CC(C)(C1)CC(C(=O)Nc1nn[nH]n1)(C3)C2	-4.4
Cc1ccc(Nc2nc(N)nc(CSc3nnnn3-c3ccccc3)n2)cc1	-3.2
Cc1ccc(O)c(-c2cc(-c3ccccc3C)[nH]n2)c1	4.5
Cc1nn(C(C)C(=O)N2CCCCC2)c(=O)c2c1sc1ccccc12 (configuration not stated)	-2.8
CCN(CCCNC(=O)C1CCC(=O)N1C(C)C)c1cccc(C)c1 (configuration not stated)	7.8
Cc1cc(C)c(S(=O)(=O)Nc2ccc(O)cc2)c(C)c1	12.2
CC(=O)Nc1nc2ccc(-c3nc4ccccc4o3)cc2s1	0.4
Cc1cnc(NC(=O)CSc2nnc(-c3cccs3)n2C)s1	-1.5
FC(F)(F)c1cccc(NC(=S)Nc2cccc(Cl)c2)c1	7.6
COc1cc(OC)c(OC)cc1/C=N/n1c(C)nnc1C	-4.4
O=C(CC1NCCNC1=O)OCc1ccccc1 (configuration not stated)	-0.3
Cc1c(C(=O)NCc2ccc3c(c2)OCO3)oc2ccc(S(=O)(=O)N3CCC(C)CC3)cc12	3.7
Cc1cc(C)cc(N(C(=O)CNC(=O)c2cccs2)C(C(=O)NC2CCCC2)c2cccnc2)c1 (configuration not stated)	-7.0
COc1ccc(N2CCN(C(=O)COc3cccc4ccccc34)CC2)cc1	-4.8
COc1ccc(C2=NOC(CN3C(=O)c4ccccc4S3(=O)=O)C2)cc1 (configuration not stated)	-6.2
COc1ccccc1/C=C/C1=NC(=C\N(C)C)/C(=O)O1	-5.1
COc1ccccc1NC(=O)Cc1coc2cc(C)ccc12	-0.4
COc1ccc(-n2nnnc2SCC#CCO)cc1	3.2
O=C(OCc1cnc(Cl)s1)c1ccccc1Cl	-3.9
CCn1c(SCC(N)=O)nnc1-c1ccc(S(=O)(=O)N2CCN(C)CC2)cc1	-1.4
O=C1c2ccccc2C(=O)N1CCc1ccccn1	-0.8
Cc1oc2ccc(O)c(CN3CCOCC3)c2c1C(=O)c1ccc(Cl)cc1	7.2
COc1cccc(CNC(=O)C2CCN(S(=O)(=O)c3ccc(F)cc3)CC2)c1	1.8
COc1ccc(C(O)C(CN2CCOCC2)c2ccccc2)cc1 (configuration not stated)	-2.2
CCC(CC)C(=O)Nc1cccc(S(=O)(=O)c2cccc(NC(=O)C(CC)CC)c2)c1	28.8
Cc1c(Cl)cccc1NC(=O)CN1CCC(C(O)(c2ccccc2)c2ccccc2)CC1	-5.5
COc1ccc(NC(=S)c2ccccc2)cc1	-4.6
Oc1ccc(Cl)cc1CNCC1CCCO1 (configuration not stated)	-7.7
COc1cccc(C2=CC(c3ccc(OC)c(OC)c3OC)n3nnnc3N2)c1 (configuration not stated)	0.2
COc1ccc(NS(=O)(=O)c2cc(NC(=O)c3ccco3)ccc2N2CCCC2)cc1	6.5
COc1ccccc1-n1nnnc1S(=O)(=O)Cc1ccc(Cl)cc1	-4.8

New compounds follow
structure	miR122 inh
COc1ccc(NC(=O)c2cc(C(C)C)on2)cc1OC	-8.4
Cc1ccc2c(C)ccc(O)c2n1	-2.3
Cc1ccc(-c2cc(C(=O)N3CCCc4ccccc43)c3ccccc3n2)cc1	0.8
CCOc1nc(-c2ccc(Cl)cc2Cl)ccc1C#N	46.5
CC(=O)/C=C\c1cn(-c2ncc(C(F)(F)F)cc2Cl)c2ccccc12	2.1
CCN(CC)CCOc1ncnc2c1oc1ccccc12	14.8
CC(NC(=O)c1ccc(CS(=O)(=O)c2cccc(C(F)(F)F)c2)o1)c1ccc2c(c1)OCCO2 (configuration not stated)	3.2
CSc1nc2ccccc2n1C(=O)Oc1ccccc1	-1.5
CC1CCN(C(=O)Cn2c(=O)n(Cc3ccc4c(c3)OCO4)c(=O)c3ccccc32)CC1	-4.8
C=CCC(C#Cc1ccccc1)N(C)C (configuration not stated)	1.2
COc1ccc(-c2cc3ccccc3oc2=O)cc1NC(=S)NC(=O)c1ccc2c(c1)OCCO2	-6.1
COc1cc(CC(=O)NCc2ccccn2)cc(OC)c1OC	-5.2
Cc1nnc(SCc2nc(N)nc(Nc3ccccc3)n2)s1	4.2
CCCN=C(C)c1c(-c2ccccc2)[nH]n(-c2nc3ccccc3s2)c1=O	3.4
C=CCc1cccc(OC)c1OCCOCCNCCO	1.1
COC(=O)C1CCN(C(=O)NC(C)(C)C)CC1	4.1
Cc1ccc(NC(NC(=O)c2ccccn2)C(Cl)(Cl)Cl)cc1 (configuration not stated)	-0.3
Cc1ccc(N(CC(N)=O)C2SC(=O)N(Cc3ccccc3)C2=O)cc1 (configuration not stated)	-7.2
Cc1ccc(CN/C=C/C(=O)c2ccc(Br)cc2)cc1	-5.1
CCCCc1c(C)nc(Nc2ccc(OC)cc2)[nH]c1=O	2.0
COc1cc(C(=O)OC(C)CN2CCN(C)CC2)cc(OC)c1OC (configuration not stated)	3.7
O=C(CSc1nc2ccccc2c(=O)n1Cc1ccco1)N1CCCCCC1	6.1
CCOc1ccc(C(=O)N2CCCCCC2)cc1	-2.8
O=C(Cn1nnc2c(sc3nc4c(c(-c5ccccc5)c32)CCC4)c1=O)c1ccccc1	-5.0
CC(=O)c1ccc(OCC(C)C)c(CN2CCCCC2)c1	2.0
CCOC(=O)Cc1cc(=O)n(-c2nc3ccccc3s2)[nH]1	4.4
Clc1ccc(Oc2cnns2)c(Cl)c1	-5.2
CCCC(O)(CCC)C(=O)NNc1ccccc1	2.5
Cc1ccc2c(c1)C(O)(c1c(C)[nH]c3ccccc13)C(=O)N2 (configuration not stated)	-0.6
Cc1c(Cl)cccc1NC(=O)CCC(=O)NNC(=O)c1ccccc1Cl	4.1
O=C(N/N=C/C=C/c1ccccc1)c1ccccc1Br	0.1
Cc1cc2ncn(S(=O)(=O)c3ccc(S(=O)(=O)N4CCCCCC4)cc3)c2cc1C	-1.7
CC12CCC(C(=O)N(CSC(=S)N/N=C\c3ccccc3)C1=O)C2(C)C (configuration not stated)	3.8
CC1=CC(=O)C=C(C)C1=NOS(=O)(=O)c1ccccc1	-8.6
CC1C(c2ccccc2)N(C)CCC12NC(=O)NC2=O (configuration not stated)	3.9
COc1ccc(C2C3=C(CCCC3=O)Nc3nc(C(F)(F)F)nn32)cc1OC (configuration not stated)	-4.3
CC(C)Oc1ccc(/C(O)=C2/C(=O)C(=O)N(Cc3cccnc3)C2c2ccco2)cc1 (configuration not stated)	-3.1
CCC(C)(C)n1nnnc1C(c1ccc(C)cc1)N1CCSCC1 (configuration not stated)	14.1
O=C(c1cccc(F)c1)N1CCN(CC2CC3C=CC2C3)CC1 (configuration not stated)	1.7
COc1ccc(-c2ccc(Nc3ccc(C(=O)N4CCOCC4)cc3)nn2)cc1OC	5.2
CCCCOC(=O)Nc1ccccc1C(=O)OC	-2.2
CC(=O)Nc1ccc(S(=O)(=O)Nc2ccc(NC(=O)c3ccco3)cc2)cc1	29.1
O=C(COC(=O)[C@H](Cc1c[nH]c2ccccc12)NC(=O)c1ccc(Cl)cc1)Nc1ccc2c(c1)OCO2	1.6
Cc1ccc(NC(=O)COC(=O)Cc2ccsc2)cc1S(=O)(=O)N1CCOCC1	5.5
Cc1cc2c(C)c(C)c(=O)[nH]c2cc1N	7.9
CCCCCCn1c(CN2CCCCC2)nc2c1c(=O)n(C)c(=O)n2C	0.1
Cc1nc(SCC(=O)N2CCN(C(=O)c3ccco3)CC2)c2c(C)c(C)sc2n1	-18.9
COc1ccc(C(=O)CSc2nc(SC)ns2)cc1OC	8.2
Cc1ccc(-c2nn(C)c(=O)c3ccccc23)cc1S(=O)(=O)NCCN1CCOCC1	66.3
O=C(N/N=C/c1cn(-c2ccccc2)nc1-c1ccc(F)cc1)c1ccc(Br)o1	-1.4
CSc1ncc(F)c(N(CCO)CCO)n1	7.8
Cc1[nH]n(-c2ccccc2)c(=O)c1C1(C(F)(F)F)C(=O)N(c2ccccc2)C2=C1C(=O)CC(C)(C)C2 (configuration not stated)	-8.6
O=C(CCCOc1ccccc1)N1CCN(C(=O)c2ccco2)CC1	2.1
O=C(NCCCN1CCCC1)Nc1cccc2ccccc12	-3.2
O=S1(=O)CCC(N=Cc2cc(Br)ccc2O)C1 (configuration not stated)	-5.2
COc1ccc(CC(C)N2CCN(c3ccccc3)CC2)cc1OC (configuration not stated)	-1.8
O=C(CSC1=NCCS1)Nc1nc2c(s1)CCCC2	-0.1
CCC(C)Nc1nc2c(c(=O)[nH]c(=O)n2C)n1CCC(C)C (configuration not stated)	3.9
O=C(CSc1nc2ccccc2[nH]1)NC1CCS(=O)(=O)C1 (configuration not stated)	3.0
O=C(Nc1cccc(F)c1)c1ccc(S(=O)(=O)NCC2CCCO2)cc1 (configuration not stated)	37.3

Structures listed so far containing a cyano group, in the order listed:
structure	miR122 inh
N#Cc1c(NC(NC(=O)c2ccco2)C(=O)c2ccccc2)sc2c1CCCC2 (configuration not stated)	18.4
N#C/C(=C(\O)c1ccco1)c1ccccn1	5.4
CCOc1nc(-c2ccc(Cl)cc2Cl)ccc1C#N	46.5

(further entries)
structure	miR122 inh
COc1ccc(N(CC(=O)Nc2ccc(S(=O)(=O)N3CCCC3)cc2)S(C)(=O)=O)cc1OC	-23.1
N#C/C(=C/c1ccc(Cl)cc1)NC(=O)c1ccccc1	10.3
CC(=O)Nc1ccc(S(=O)(=O)N2CCN=C2C)cc1	-1.8
c1ccc(C2=NC(c3ccccc3)N=C(c3ccccc3)N2)cc1	-1.9
CC(NC(=O)CCC1COc2ccccc2O1)c1ccccc1 (configuration not stated)	-0.8
COc1cc(OC)nc(NC(=O)CSc2nnc(-c3ccccc3)n2C2CCCCC2)n1	2.6
Cc1nc(SCC(=O)NCc2ccco2)c2c3c(sc2n1)CCCC3	-6.7
CCSc1cc(C2C(C#N)=C(N)OC(C)=C2C(=O)OC)c(C)o1 (configuration not stated)	-6.5
CC(=O)c1cnc(N(C)C)s1	0.5
COc1ccc2oc(=Nc3ccccc3)c(-c3nc4ccccc4[nH]3)cc2c1	1.1
CCOC(=O)N1CCN(C(=O)c2cccc(NC(=O)c3ccco3)c2)CC1	-4.6
COc1ccccc1CNC(=O)COC(=O)C1=COCCO1	8.2
COc1ccc(S(=O)(=O)N(C)CC(=O)NCCC2=CCCCC2)cc1OC	-11.3
O=C(Nc1ccc(OC(F)(F)C(F)F)c(NC(=O)c2ccc(F)cc2)c1)c1ccc(F)cc1	0.5
COc1ccc2c(c1)nc(N)n2Cc1ccccc1	-4.9

Laid out differently: entries from further up
Structure: Cc1nnc(SCc2nc(N)nc(Nc3ccccc3)n2)s1
  miR122 inh: 4.2

Structure: CCCN=C(C)c1c(-c2ccccc2)[nH]n(-c2nc3ccccc3s2)c1=O
  miR122 inh: 3.4
